KCNQ1 act: potentiates or activates the human KCNQ1 potassium channel; P51787; CHO-K1 KCNQ1, thallium flux FluxOR fluorescence; stronger effect = higher value; B-score at 10 µM; actives 0.35% (n = 310,000);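 active means fluorescence ratio B-score, a plate-corrected score, at least three library SD, with initial intensity B-score within 5 SD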
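Material: CHO-K1 cells stably expressing KCNQ1. Medium: assay buffer for compound exposure, DMSO matched across wells. Reagent: K+/Tl+ depolarizing stimulus. Compound dosing: single-concentration screen. Times: 37 °C overnight plating, 90-min dark dye load, 20-min compound pretreatment. Technique: FluxOR Tl+ flux fluorescence.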
PolyA inhibitor: yeast polyadenylation inhibition | S. cerevisiae SKY197-pL101 polyadenylation reporter, beta-gal luminescence; efflux-impaired pdr1/pdr3 knockout yeast; score 100 = 6 SD above DMSO | calls only at 12 µM | actives 0.02% (n = 300,000);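 active means lowest replicate activity score at least 50, where 100 means six control SD above control mean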;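 further: yeast exposed to compound for 9 h at 30 °C; higher score means more reporter readthrough which indicates perturbed polyadenylation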
TRPC4 agonist: TRPC4 (mouse) channel activation; Q9QUQ5; HEK293 TRPC4beta/mu-opioid, Fluo4 calcium fluorescence; stronger effect = higher value; B-score at 10 µM; actives 0.49% (n = 310,000); AID 2237;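 active means B-score above 5 SD of library B-scores, and initial fluorescence ratio not above library mean plus 5 SD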;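 further: positive B-score marks a calcium rise read as TRPC4 activation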
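system = HEK293 cells stably co-expressing mouse TRPC4beta and mu-opioid receptor | schedule = Fluo4 dye loading 45 min at room temperature, 110 s recording | measure = B-scored integrated calcium fluorescence ratio | signal = Fluo4 calcium-sensitive dye fluorescence, kinetic, 1 Hz baseline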
hERG protect: hERG (human) protection from proarrhythmic block; Q12809; CHO-hERG, FluxOR thallium flux, dofetilide IC70 present; activation (rescue from dofetilide block), less the hit threshold, % at 10 µM; actives 0.51% (n = 310,000);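 active means activation above the mean of controls blocked by dofetilide plus 5 SD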;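 further: thallium influx through hERG after potassium depolarization seen as dye fluorescence rise; in these data hits start at about 4.7%; inactives centre near -7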
TRPC4 potent: allosterically enhances the mouse TRPC4 cation channel; HEK293 TRPC4beta/mu-opioid, DAMGO EC20, Fluo-4 Ca2+ flux; stronger effect = higher value; B-score at 10 µM; actives 0.42% (n = 310,000);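 active means B-score of calcium response area above 5 SD of library B-scores, with initial fluorescence ratio within 5 SD of library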;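 further: B-score of integrated fluorescence ratio over time as area under calcium response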
KCNK3 inh: human KCNK3 channel inhibition, primary screen; B-score at 10 µM; O14649; actives 0.84% (n = 340,000); CHO-KCNK3 thallium flux, FluxOR fluorescence; stronger effect = lower value;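 active means B-score under library mean minus 4 SD, starting fluorescence ratio at most library mean plus 5 SD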;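 further: more negative B-score means stronger inhibition of thallium flux through KCNK3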
Target sequence (O14649 whole entry, looked up): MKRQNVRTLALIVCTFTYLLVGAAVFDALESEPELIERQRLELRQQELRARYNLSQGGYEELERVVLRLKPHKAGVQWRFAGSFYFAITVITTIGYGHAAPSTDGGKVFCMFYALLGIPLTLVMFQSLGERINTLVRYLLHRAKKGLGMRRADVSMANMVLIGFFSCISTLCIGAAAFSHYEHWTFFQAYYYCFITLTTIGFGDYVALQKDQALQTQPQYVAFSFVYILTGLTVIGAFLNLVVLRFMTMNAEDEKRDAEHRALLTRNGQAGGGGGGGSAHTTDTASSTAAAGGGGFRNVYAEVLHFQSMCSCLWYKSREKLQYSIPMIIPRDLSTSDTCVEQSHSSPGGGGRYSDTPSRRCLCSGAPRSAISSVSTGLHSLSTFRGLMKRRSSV
KCNK9 inh: blocks the human KCNK9 two-pore domain potassium channel | HEK293 KCNK9, FluxOR thallium flux fluorescence; stronger effect = lower value | B-score at 10 µM | actives 1.2% (n = 310,000);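 active means ratio B-score over 3 SD below the library mean, with starting fluorescence within 5 SD of its mean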;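 further: negative B-score means less thallium flux so channel inhibition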
Target sequence (Q9NPC2 whole entry, looked up, the tested form may be a part): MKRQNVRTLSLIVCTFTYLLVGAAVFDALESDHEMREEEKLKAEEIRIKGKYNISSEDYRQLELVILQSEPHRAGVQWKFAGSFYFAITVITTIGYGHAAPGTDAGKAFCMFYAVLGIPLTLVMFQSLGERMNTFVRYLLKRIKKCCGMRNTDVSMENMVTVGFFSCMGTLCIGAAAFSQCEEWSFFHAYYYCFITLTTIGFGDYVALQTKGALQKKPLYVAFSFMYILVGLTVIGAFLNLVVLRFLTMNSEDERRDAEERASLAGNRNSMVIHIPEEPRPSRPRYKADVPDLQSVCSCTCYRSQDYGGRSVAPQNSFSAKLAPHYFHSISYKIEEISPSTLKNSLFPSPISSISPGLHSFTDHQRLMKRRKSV
Platelet DG rel: modulates dense granule release in human platelets. human platelet-rich plasma, SFLLRN dense granule ATP release, luminescence. inhibition, %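 (compounds screened at 7.5 µM in platelet-rich plasma)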. actives 0.22% (n = 300,000). AID 1663;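 active means mean replicate score, as percent of positive control, at or above 50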
DYRK1A inh: Dyrk1A (rat) kinase inhibition; ADP-Glo luminescence, NFATc1 peptide; actives 0.43% (n = 310,000); inhibition, % at 12.5 µM; AID 504441; Q63470; in the data active means inhibition above about 50%;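 further: plate controls were vehicle with enzyme for no effect and no enzyme for full effect; many of its hits are not listed in these tables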
KCNQ1 inh: blocks the human KCNQ1 potassium channel; P51787; CHO-K1 KCNQ1, FluxOR thallium flux fluorescence; stronger effect = higher value; B-score at 10 µM; actives 1.3% (n = 310,000); AID 2642;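 active means compounds whose thallium flux B-score, printed positive for inhibition, exceeds three library SD while starting fluorescence stays within three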;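 further: channel opened by potassium depolarization with thallium stimulus after 20 min compound exposure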
TRPC4 block: TRPC4 (mouse) channel inhibition; B-score at 10 µM; actives 0.39% (n = 300,000); Q9QUQ5; HEK293 TRPC4beta/mu-opioid, DAMGO-evoked Fluo4 calcium flux; stronger effect = lower value;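 active means B-score over 3 SD under the library average, no early fluorescence shift, positive overall ratio signal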
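Assay system: HEK293 cells with stable TRPC4beta plus mu-opioid receptor expression. Dosing: single dose. Measured by: Fluo4 Ca2+ flux fluorescence. Also added: DAMGO in two steps, submaximal then maximal. Read-out: B score from integrated Fluo4 fluorescence ratio.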
An asterisk follows results filed as active.

What do the screens show for `O=C(Nc1ccccc1Cl)c1ccc(=O)[nH]n1`?
KCNQ1 act: inactive; PolyA inhibitor: inactive; TRPC4 agonist: inactive; hERG protect: 1; TRPC4 potent: inactive; KCNK3 inh: inactive; KCNK9 inh: inactive; Platelet DG rel: 5; DYRK1A inh: 5; KCNQ1 inh: inactive; TRPC4 block: inactive

What do the screens show for `COc1ccc(NC(=O)CCn2c(=S)[nH]c3ccccc3c2=O)cc1OC`?
KCNQ1 act: inactive; PolyA inhibitor: inactive; TRPC4 agonist: inactive; hERG protect: -8; TRPC4 potent: inactive; KCNK3 inh: inactive; KCNK9 inh: inactive; Platelet DG rel: -5; DYRK1A inh: 0; KCNQ1 inh: inactive; TRPC4 block: inactive

Results for CCN(CC(=O)Nc1ccc2c(c1)CCC2)Cc1nc2ccccc2c(=O)[nH]1 ?
KCNQ1 act: inactive; PolyA inhibitor: inactive; TRPC4 agonist: inactive; hERG protect: -8; TRPC4 potent: inactive; KCNK3 inh: inactive; KCNK9 inh: inactive; Platelet DG rel: 2; DYRK1A inh: 1; KCNQ1 inh: inactive; TRPC4 block: inactive

Results for CC(=O)Nc1ccc(OCC(O)Cn2c(C)nc3ccccc32)cc1 (configuration not stated) ?
KCNQ1 act: inactive; PolyA inhibitor: inactive; TRPC4 agonist: inactive; hERG protect: -5; TRPC4 potent: inactive; KCNK3 inh: inactive; KCNK9 inh: inactive; Platelet DG rel: -2; DYRK1A inh: 1; KCNQ1 inh: inactive; TRPC4 block: inactive

How did Cc1ccc2[nH]c(=O)c(C3C(C#N)=C(N)Oc4c3ccc3cccnc43)cc2c1 (configuration not stated) do in these assays?
KCNQ1 act: inactive; PolyA inhibitor: inactive; TRPC4 agonist: inactive; hERG protect: -16; TRPC4 potent: inactive; KCNK3 inh: inactive; KCNK9 inh: inactive; Platelet DG rel: 1; DYRK1A inh: 2; KCNQ1 inh: inactive; TRPC4 block: inactive

Results for CS(=O)(=O)N(CC(=O)O)c1ccc(Oc2ccccc2)cc1 ?
KCNQ1 act: inactive; PolyA inhibitor: inactive; TRPC4 agonist: inactive; hERG protect: -7; TRPC4 potent: inactive; KCNK3 inh: inactive; KCNK9 inh: inactive; Platelet DG rel: 13; DYRK1A inh: -5; KCNQ1 inh: inactive; TRPC4 block: inactive

How did Cc1cc(C)c(C(=O)Cn2cnc3cc([N+](=O)[O-])ccc3c2=O)cc1C do in these assays?
KCNQ1 act: inactive; PolyA inhibitor: inactive; TRPC4 agonist: inactive; hERG protect: -7; TRPC4 potent: inactive; KCNK3 inh: inactive; KCNK9 inh: inactive; Platelet DG rel: 2; DYRK1A inh: 2; KCNQ1 inh: inactive; TRPC4 block: inactive

What do the screens show for `COc1cc(OC)c(NC(=O)c2cccc(F)c2)cc1Cl`?
KCNQ1 act: inactive; PolyA inhibitor: inactive; TRPC4 agonist: inactive; hERG protect: -6; TRPC4 potent: inactive; KCNK3 inh: inactive; KCNK9 inh: inactive; Platelet DG rel: -1; DYRK1A inh: 6; KCNQ1 inh: inactive; TRPC4 block: inactive

What do the screens show for `COc1ccc(NC(=O)N2CCCC(c3nc(-c4ccc(OC)cc4)no3)C2)cc1` (configuration not stated)?
KCNQ1 act: inactive; PolyA inhibitor: inactive; TRPC4 agonist: inactive; hERG protect: -7; TRPC4 potent: inactive; KCNK3 inh: inactive; KCNK9 inh: inactive; Platelet DG rel: 0; DYRK1A inh: 5; KCNQ1 inh: inactive; TRPC4 block: inactive

What do the screens show for `Cc1ccc(CNC(=O)CNC(=S)N(Cc2ccccc2)Cc2ccccc2F)cc1`?
KCNQ1 act: inactive; PolyA inhibitor: inactive; TRPC4 agonist: inactive; hERG protect: 2; TRPC4 potent: inactive; KCNK3 inh: inactive; KCNK9 inh: inactive; Platelet DG rel: 8; KCNQ1 inh: inactive; TRPC4 block: inactive

Results for Cc1ccc(C(=O)NC2CCCCCC2)o1 ?
KCNQ1 act: inactive; PolyA inhibitor: inactive; TRPC4 agonist: inactive; hERG protect: -14; TRPC4 potent: inactive; KCNK3 inh: inactive; KCNK9 inh: inactive; Platelet DG rel: 0; DYRK1A inh: 2; KCNQ1 inh: inactive; TRPC4 block: inactive

What do the screens show for `CCc1ccc(NC(=O)N(CCCN2CCOCC2)C(C)c2cc3cccc(OC)c3o2)cc1` (configuration not stated)?
KCNQ1 act: inactive; PolyA inhibitor: inactive; TRPC4 agonist: inactive; hERG protect: -13; TRPC4 potent: inactive; KCNK3 inh: -8.8*; KCNK9 inh: inactive; Platelet DG rel: -11; DYRK1A inh: -1; KCNQ1 inh: inactive; TRPC4 block: inactive

Results for O=C(CSc1nnc(-c2ccco2)o1)NC(=O)Cc1ccccc1 ?
KCNQ1 act: inactive; PolyA inhibitor: inactive; TRPC4 agonist: inactive; hERG protect: -7; TRPC4 potent: inactive; KCNK3 inh: inactive; KCNK9 inh: inactive; Platelet DG rel: -2; DYRK1A inh: -1; KCNQ1 inh: inactive; TRPC4 block: inactive

What do the screens show for `COC(=O)c1ccc2[nH]cc(CCO)c2c1`?
KCNQ1 act: inactive; PolyA inhibitor: inactive; TRPC4 agonist: inactive; hERG protect: -3; TRPC4 potent: inactive; KCNK3 inh: inactive; KCNK9 inh: inactive; Platelet DG rel: -2; DYRK1A inh: 3; KCNQ1 inh: inactive; TRPC4 block: inactive

What do the screens show for `C=CCn1c(COc2ccccc2F)nnc1SCC(=O)Nc1cc2oc3ccccc3c2cc1OC`?
KCNQ1 act: inactive; PolyA inhibitor: inactive; TRPC4 agonist: inactive; hERG protect: -6; TRPC4 potent: inactive; KCNK3 inh: inactive; KCNK9 inh: inactive; Platelet DG rel: -16; DYRK1A inh: 3; KCNQ1 inh: inactive; TRPC4 block: inactive

How did COc1cccc(CN(C)Cc2cc(=O)oc3cc(O)c(Cl)cc23)c1 do in these assays?
KCNQ1 act: inactive; TRPC4 agonist: inactive; hERG protect: -14; TRPC4 potent: inactive; KCNK3 inh: inactive; KCNK9 inh: inactive; Platelet DG rel: 3; DYRK1A inh: 0; KCNQ1 inh: inactive; TRPC4 block: inactive

What do the screens show for `COc1cc(Cl)ccc1OCc1cc(C(=O)N(C)CC2CCCCO2)no1` (configuration not stated)?
KCNQ1 act: inactive; PolyA inhibitor: inactive; TRPC4 agonist: inactive; hERG protect: -8; TRPC4 potent: inactive; KCNK3 inh: inactive; KCNK9 inh: inactive; Platelet DG rel: -2; DYRK1A inh: 2; KCNQ1 inh: inactive; TRPC4 block: inactive

What do the screens show for `N#Cc1cc2c(ccc3ccccc32)oc1=O`?
KCNQ1 act: inactive; PolyA inhibitor: inactive; TRPC4 agonist: inactive; hERG protect: -9; TRPC4 potent: inactive; KCNK3 inh: inactive; KCNK9 inh: inactive; Platelet DG rel: -1; DYRK1A inh: -1; KCNQ1 inh: inactive; TRPC4 block: inactive

Results for CCN(CC)S(=O)(=O)c1cccc(-c2n[nH]c(=S)n2Cc2ccccc2)c1 ?
KCNQ1 act: inactive; PolyA inhibitor: inactive; TRPC4 agonist: inactive; hERG protect: -15; TRPC4 potent: inactive; KCNK3 inh: inactive; KCNK9 inh: inactive; Platelet DG rel: 10; KCNQ1 inh: inactive; TRPC4 block: inactive

How did O=C(Nc1nc2ccccc2[nH]1)c1cccc(Cl)c1 do in these assays?
KCNQ1 act: inactive; PolyA inhibitor: inactive; TRPC4 agonist: inactive; hERG protect: 1; TRPC4 potent: inactive; KCNK3 inh: inactive; KCNK9 inh: inactive; Platelet DG rel: -6; KCNQ1 inh: inactive; TRPC4 block: inactive

Results for N=c1c(C(=O)NC2CCCCC2)cc2c(=O)n3ccccc3nc2n1CC1CCCO1 (configuration not stated) ?
KCNQ1 act: inactive; PolyA inhibitor: inactive; TRPC4 agonist: inactive; hERG protect: -9; TRPC4 potent: inactive; KCNK3 inh: inactive; KCNK9 inh: inactive; Platelet DG rel: 3; DYRK1A inh: -6; KCNQ1 inh: inactive; TRPC4 block: inactive

What do the screens show for `Cc1ccc(OCC(=O)Nc2ccc(S(=O)(=O)Nc3ccccn3)cc2)c(C)c1`?
KCNQ1 act: inactive; PolyA inhibitor: inactive; TRPC4 agonist: inactive; hERG protect: -3; TRPC4 potent: inactive; KCNK3 inh: inactive; KCNK9 inh: inactive; Platelet DG rel: 1; DYRK1A inh: 0; KCNQ1 inh: inactive; TRPC4 block: inactive

What do the screens show for `Cc1nn(CCc2n[nH]c(=S)n2C)c(C)c1Br`?
KCNQ1 act: inactive; PolyA inhibitor: inactive; TRPC4 agonist: inactive; hERG protect: -12; TRPC4 potent: inactive; KCNK3 inh: inactive; KCNK9 inh: inactive; Platelet DG rel: 14; DYRK1A inh: -6; KCNQ1 inh: inactive; TRPC4 block: inactive

What do the screens show for `O=C(CSc1ccc([N+](=O)[O-])cn1)Nc1ccc(N2CCOCC2)cc1`?
KCNQ1 act: inactive; PolyA inhibitor: inactive; TRPC4 agonist: inactive; hERG protect: -10; TRPC4 potent: inactive; KCNK3 inh: inactive; KCNK9 inh: inactive; Platelet DG rel: 17; DYRK1A inh: 2; KCNQ1 inh: inactive; TRPC4 block: inactive

How did O=C(COC(=O)c1ccc(O)cc1)Nc1cccc(S(=O)(=O)NC2=NCCCCC2)c1 do in these assays?
KCNQ1 act: inactive; PolyA inhibitor: inactive; TRPC4 agonist: inactive; hERG protect: -4; TRPC4 potent: inactive; KCNK3 inh: inactive; KCNK9 inh: inactive; Platelet DG rel: 14; DYRK1A inh: 1; KCNQ1 inh: inactive; TRPC4 block: inactive

Results for Cc1cccc2sc(NC(=O)c3ccc(Cl)s3)nc12 ?
KCNQ1 act: inactive; PolyA inhibitor: inactive; TRPC4 agonist: inactive; hERG protect: -2; TRPC4 potent: inactive; KCNK3 inh: inactive; KCNK9 inh: inactive; Platelet DG rel: -33; DYRK1A inh: 2; KCNQ1 inh: inactive; TRPC4 block: inactive

Assay outcomes as filed in PubChem BioAssay.

Only part of the results is shown, so the mix of outcomes need not match the whole.
